Dicer inh: inhibitors of human Dicer processing of pre-microRNA | Q9UPY3 | z-score at 25 µM | 47,000 tested, 6% active | cat-ELCCA pre-miR-21 Dicer processing, chemiluminescence; hits give high values; in the data active = z-score above about 3, passing the limit was not always enough;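 also: plate controls were vehicle for no effect and no enzyme for full effect; higher signal means more uncleaved substrate so more Dicer inhibition; strong numbers were not always called active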
* hit, by the source's call.

SMILES	Dicer inh
O=C(NCc1ccccn1)C(=O)NCc1ccco1	0.69
N#Cc1c(N)nc2c(c1-c1ccccc1)CCCCC2	-2.05
Cc1cc(N2C(=O)CC(C(C)c3ccccc3)C2=O)no1 (stereo not drawn)	1.06
COCCOc1cc(C)nc(N2CCOCC2)n1	1.12
COC(=O)C1=C(C)Nc2nc3ccccc3n2C1c1ccc(F)cc1 (stereo not drawn)	-0.38
CCc1ccccc1N1CC23C=CC(O2)C(C(=O)OC(C)C)C3C1=O (stereo not drawn)	-0.64
COC(=O)C1=C(C(=O)OC)SC(=C2C(=S)C(C)(C)N(C(=O)C3CC3)c3ccc(C)cc32)S1	-1.13
COC(=O)[C@H]1OC(O)[C@H](O)[C@@H](O)[C@H]1O (stereo partly drawn)	5.77*
Cc1cc(C)n(-c2ccc(-n3c(C)ccc3C)cc2)n1	0.87
Cc1cc2nc(-c3ccccc3)cc(=O)n2[nH]1	-1.08
O=c1c2ccccc2cnn1-c1ccccc1	0.92
COC(=O)c1scc(S(=O)(=O)Cc2ccco2)c1N/N=C(\C#N)C(=O)C(C)(C)C	-1.37
O=C1c2cccc3c(N4CCOCC4)ccc(c23)C(=O)N1c1cccc(Cl)c1	0.29
CCSc1nc(-c2ccc(OC)cc2)ccc1C#N	-6.44
CCc1ccnc(NC(=O)Nc2ccccc2C(C)(C)C)c1	-1.63
CC1=C(C(=O)OC(C)C)C(c2cccc(Br)c2)C2=C(CCCC2=O)N1 (stereo not drawn)	-0.27
CCOC(=O)Cc1n[nH]c(=O)[nH]c1=O	-0.76
CC(=O)CSc1cc(-c2ccccc2)nc2ncnn12	-3.95
CC1CCc2c(sc3nnn(CC(N)=O)c(=O)c23)C1 (stereo not drawn)	6.37*
Clc1ccc(Cl)c(Sc2ncnc3ccsc23)c1	0.52
COCCN1C(=O)c2oc3ccc(C)cc3c(=O)c2C1c1ccc(O)c(OC)c1 (stereo not drawn)	-0.18
O=C(Nc1ccc(N2CCOCC2)nc1N1CCOCC1)c1cccc(C(F)(F)F)c1	1.54
CCCn1c2ccc(C)cc2c2nnc(SCCN3CCOCC3)nc21	-0.71
c1ccc(-c2cc(-c3ccccc3)on2)cc1	-0.97
CC(=O)Nc1nc([N+](=O)[O-])n(-c2ccccc2)n1	0.38
O=c1[nH]n(CCO)c(=O)c2cc(Cl)c(Cl)cc12	0.77
O=C(CN1C(=O)CCC1=O)c1ccc(F)cc1	0.47
O=C(Nc1ccc2c(c1)OCO2)c1ccccn1	-0.95
O=C(O)c1cc2cc(Cc3cccnc3)ccc2o1	3.63*
O=C1CCCC2=C1C(c1ccc(Cl)cc1)C1C(=O)c3ccccc3C1=N2 (stereo not drawn)	-0.51
Nc1ccc(C(=O)OCCCc2nc3ccc(N)cc3[nH]2)cc1	-2.27
COc1ccc(CC(=O)n2[nH]c(=O)ccc2=O)cc1OC	-0.91
Cc1ccc(SC(=O)N/C=C/c2ccsc2)cc1	-3.76
Cc1nnc2sc(-c3ccc(Cl)c(N)c3)nn12	-0.55
CCOc1ccc(-c2n[nH]c(C)c2Oc2ccc(F)cc2)c(O)c1	2.3
Cc1onc(-c2c(Cl)cccc2Cl)c1C(=Nc1ccccc1)N1CCCC1	1.16
O=C(C1CCCCC1)N1CCc2[nH]c3ccc(F)cc3c2C1	1.66
Cc1nn2c(N)cc(-c3ccccc3)nc2c1-c1ccccc1	3.76*
COc1ccc(/C(O)=C2\C(=O)C(=O)N(Cc3ccncc3)C2c2cccc(Oc3ccccc3)c2)cc1 (stereo not drawn)	1.52
COCc1cc(C)nc2sc(C(=O)Nc3nccs3)c(N)c12	-0.24
CCCSc1nc2ccccc2n1CC(=O)O	-2
CN1CCN(C(c2cccs2)c2ccc3cccnc3c2O)CC1 (stereo not drawn)	0.94
CCCN1C(=O)C(NC(C)=O)c2cc(Br)ccc21 (stereo not drawn)	0.49
Brc1c(Br)c(Br)c2n[nH]nc2c1Br	-1.34
COC(=O)c1cc(=O)c2cc(C(F)(F)F)ccc2[nH]1	-0.13
C=CCSc1n[nH]c(=O)n1-c1cccc(C(F)(F)F)c1	-0.52
CCOC(=O)c1sc2nc(C)cc(C)c2c1N(C(C)=O)C(C)=O	3.36*
COc1ccc(COC(=O)C2=C(C)NC3=C(C(=O)CC(C)(C)C3)C2c2coc3ccccc3c2=O)cc1 (stereo not drawn)	-0.99
CCCCCC[C@@H]([C@@H](C)O)n1cnc2c(N)ncnc21	-1.32
COc1ccc(NC(=O)CCC(=O)O)cc1OC	3.73*
Carrying on.
SMILES	Dicer inh
CCOC(=O)/C(C)=N/Nc1cc(C)cc(C)c1	0.41
N#Cc1nccnc1N1CCN(C(=O)Nc2cc(Cl)cc(Cl)c2)CC1	-3.44
CN1CCc2c(c3ccccc3n2Cc2ccccc2)C1	-0.37
CC(=O)Oc1cccc(N2C(=O)C3C4C=CC(CC4)C3C2=O)c1 (stereo not drawn)	0.25
COc1ccc(CN2CCN(Cc3c[nH]c4ccccc34)CC2)c(OC)c1	2.44
COc1ccc(C)c(NC(=O)NCc2ccccc2)c1	-0.78
O=[N+]([O-])c1ccc2c(c1)NC(c1ccc([N+](=O)[O-])s1)N2 (stereo not drawn)	-1.06
CCCOc1ccc(C2c3c(oc4ccccc4c3=O)C(=O)N2c2nnc(C)s2)cc1OCC (stereo not drawn)	-0.5
CN(NC1OC(=O)c2ccccc21)c1ccc(Cl)cc1[N+](=O)[O-] (stereo not drawn)	-0.12
O=C1c2ccccc2C(=O)C1c1nccc2ccccc12	-0.27

Rewritten in markdown: part of the list above
| Structure | Dicer inh |
| --- | --- |
| CCOC(=O)/C(C)=N/Nc1cc(C)cc(C)c1 | 0.41 |
| CC(=O)Oc1cccc(N2C(=O)C3C4C=CC(CC4)C3C2=O)c1 (stereo not drawn) | 0.25 |
| N#Cc1nccnc1N1CCN(C(=O)Nc2cc(Cl)cc(Cl)c2)CC1 | -3.44 |
| COc1ccc(CN2CCN(Cc3c[nH]c4ccccc34)CC2)c(OC)c1 | 2.44 |
| CN(NC1OC(=O)c2ccccc21)c1ccc(Cl)cc1[N+](=O)[O-] (stereo not drawn) | -0.12 |

Next part
SMILES	Dicer inh
Cc1ccsc1/C=C/c1ccnc(Sc2ncc([N+](=O)[O-])s2)n1	0.66
Cc1ccc(C2c3c(oc4ccccc4c3=O)C(=O)N2c2ccccn2)cc1 (stereo not drawn)	0.91
Nc1ncc2c(n1)CC(c1ccccc1)CC2=O (stereo not drawn)	0.67
O=C(CCSc1nnc2ccccn12)Nc1nc(-c2ccccc2)ns1	-0.26
c1ccc(CN2CCN(Cc3ccccc3)C2c2cccnc2)cc1	1.86
COc1cccc(Cc2nnc(-c3ccc(-c4cccs4)s3)o2)c1	-1.21
CCOc1cc(C2C(C(=O)OCC3CCCO3)=C(C)NC3=C2C(=O)CC(C)(C)C3)cc(Cl)c1O (stereo not drawn)	1.18
Cc1cc(C)c2ccc(NC(=O)c3ccc(C(F)(F)F)cc3)nc2n1	0.2
CC(/C=C/c1ccccc1)=N\OC(=O)NC(C)C	-0.54
CN1C(=O)C2(/C(=C(/O)c3ccc(Cl)cc3)C(=O)C(=O)N2CCN2CCOCC2)c2ccccc21 (stereo not drawn)	-0.98
Cc1c(-c2ccccc2)sc(N)c1C#N	-0.03
O=C(O)c1cnc(NCc2ccccc2)s1	-1.01
Cc1cc(C)cc(NC(=O)/C=C/C(=O)O)c1	7.12*
C=CCn1c(=O)c2ccccc2n2nnc(C(=O)OCC)c12	0.23
CCOC(=O)C(=CNc1csc(C)c1C(=O)OC)C(=O)OCC	-0.33
CCOC(=O)c1c(C)csc1NC(=O)CC(=O)Nc1scc(C)c1C(=O)OCC	-1.16
C#CCOC(=O)Nc1cnc(N(C)C)c(C(F)(F)F)c1	0.53
Cc1cc2nc(NC3=NCN(Cc4cccnc4)CN3)nc(C)c2cc1C	1.51
N#Cc1c2c(c(Sc3nc4ccccc4[nH]3)n3c1nc1ccccc13)CCCC2	-1.76
O=C(O)CSCC(=O)Nc1ccc(C(F)(F)F)cn1	-1.22
COC(=O)C1=C(C)Nc2nc3ccccc3n2C1c1cccs1 (stereo not drawn)	0.03
Clc1ccc(SCc2nsc(Sc3ccc(Cl)cc3)n2)cc1	0.83
CC(C)(C)C(=O)Nc1nc(NC(=O)C(C)(C)C)nc(-c2ccccc2Cl)n1	7.55
Cc1cc(C)c(CSc2ncnc3nc[nH]c23)c(C)c1	-2
COc1ccc2[nH]c(-c3ccc(-c4ccccc4F)cc3)c(C)c2c1	-0.38
CC1CCN(CCCCOc2ccccc2F)CC1	1.56
COc1ccc(C2c3c(oc4cc(C)c(C)cc4c3=O)C(=O)N2c2ccc(C)cn2)cc1OC (stereo not drawn)	0.71
Cc1cc(Nc2cc(C(F)(F)F)nc3c(Cl)cccc23)on1	0.45
COC(=O)c1cc(=O)nc(NC(=O)Nc2c(-c3c(Cl)cccc3Cl)noc2C)s1	-0.74
CCOC(=O)C1C(=O)C=C(c2ccc(C)cc2)CC1c1ccccc1 (stereo not drawn)	-1.72
COc1ccc(-c2nc(C#N)c(NCCN(C)C)o2)cc1	0.15
COc1ccc(/C=N/N2CCC(=O)Nc3ccccc32)c(OC)c1	1.85
COC(=O)c1ccccc1-c1c2ccc(=O)cc-2oc2cc(O)ccc12	7.57*
CC(C)S(=O)(=O)c1csc(NC(=O)Nc2cc(Cl)cc(Cl)c2)c1	0.92
CCC(=O)Oc1ccc2c(=O)c(Oc3ccccc3Br)coc2c1	4.29*
NNC(=O)CSc1nnc(-c2ccccc2)n1-c1ccccc1	-1.17
Cc1c(-c2ccc(Cl)cc2)nc(N)c(C#N)c1-c1ccco1	0.75
CC(C)(C)C(=O)NNC(=O)c1ccc(Oc2ccc(C3SCCS3)cc2)o1	-0.48
CCCN1C(=O)C2(/C(=C(/O)c3ccc(C)c(F)c3)C(=O)C(=O)N2CCCOC)c2ccccc21 (stereo not drawn)	1.04
O=C1NC(c2ccccc2)=N/C1=C/c1ccc(F)cc1	3.84*
N#CC1=C(c2ccc(Cl)cc2)Sc2ccccc2NC1=O	-0.31
CC1(C)CN(C(=S)Nc2ccc(F)cc2F)C1=O	0.17
Cc1[nH]c2ccccc2c1Cc1n[nH]c(=S)o1	1.03
COc1cc(CO)c(CC(=O)NN)cc1OC	0.94
CC1(CC(=O)c2ccc(Br)cc2)C(=O)OC(c2ccccc2)C(C)(C)C1=O (stereo not drawn)	-0.2
COc1cccc(C2Oc3c(OC)cccc3C3CC(c4cc(OC)ccc4O)=NN32)c1 (stereo not drawn)	2.65
COc1cccc2c(C)nc(Nc3nc4ccccc4c(=O)[nH]3)nc12	14.6
CCOC(=O)C1=C(C)N=C2SC(C)C(=O)N2C1c1ccccc1Cl (stereo not drawn)	-1.11
O=C(CSc1nc(-c2ccco2)cc(C(F)(F)F)n1)N1CCCc2ccccc21	-1.77
Cc1ccccc1C1=NC(C(F)(F)F)(C(F)(F)F)N=C(N(C)C)O1	-0.4

Single entries from above.
Value for CC1(C)CN(C(=S)Nc2ccc(F)cc2F)C1=O under Dicer inh: 0.17
Value for Cc1[nH]c2ccccc2c1Cc1n[nH]c(=S)o1 under Dicer inh: 1.03
Value for COc1cccc2c(C)nc(Nc3nc4ccccc4c(=O)[nH]3)nc12 under Dicer inh: 14.6
Value for N#CC1=C(c2ccc(Cl)cc2)Sc2ccccc2NC1=O under Dicer inh: -0.31
Value for CCOC(=O)C1=C(C)N=C2SC(C)C(=O)N2C1c1ccccc1Cl (stereo not drawn) under Dicer inh: -1.11
Value for O=C(CSc1nc(-c2ccco2)cc(C(F)(F)F)n1)N1CCCc2ccccc21 under Dicer inh: -1.77

Part of the list above in order of molecular weight, low to high:
SMILES	Dicer inh
Cc1[nH]c2ccccc2c1Cc1n[nH]c(=S)o1	1.03
N#CC1=C(c2ccc(Cl)cc2)Sc2ccccc2NC1=O	-0.31
COc1cccc2c(C)nc(Nc3nc4ccccc4c(=O)[nH]3)nc12	14.6
CCOC(=O)C1=C(C)N=C2SC(C)C(=O)N2C1c1ccccc1Cl (stereo not drawn)	-1.11

(more compounds)
SMILES	Dicer inh
Cc1ccc(OCc2nc(C#N)c(N3CCC(C)CC3)o2)cc1	0.17
CC(=O)Oc1ccc(C2C(C(=O)OC(C)C)=C(C)N=C3SCCC(=O)N32)cc1 (stereo not drawn)	-0.7
COc1ccccc1-n1c(C)ccc1C	1.37
O=c1c2cnn(-c3ccccc3)c2ncn1/N=C/c1ccc([N+](=O)[O-])cc1	-1.58
CC(C)(C)c1cc(C(F)(F)F)nc(SCCCNC(=O)Cc2cccs2)n1	0.05
CCn1c(=O)c2c(n3c(SCC(N)=O)nnc13)-c1ccccc1CC21CCCCC1	5.92*
C=CCn1c(-c2nonc2NC(=O)CC)nc2ccccc21	-2.04
CCOC(=O)c1cn2nc(Oc3ccc(C)cc3)ccc2n1	1.91
CC(C1CC1)N(C(=O)c1ccccc1Cl)c1ccccc1 (stereo not drawn)	-2.23
COc1ccc(C2Nn3c(C)nnc3SC2C(=O)N2CCCC2)cc1 (stereo not drawn)	0.37

A different layout for part of the listing above:
C=CCn1c(-c2nonc2NC(=O)CC)nc2ccccc21
- Dicer inh: -2.04

CC(=O)Oc1ccc(C2C(C(=O)OC(C)C)=C(C)N=C3SCCC(=O)N32)cc1 (stereo not drawn)
- Dicer inh: -0.7

Next results follow.
SMILES	Dicer inh
COc1ccc(CCNC(C#N)c2ccco2)cc1OC (stereo not drawn)	-1.03
Cc1nc2ccccc2n1CC(O)COc1ccc(C2C=CCC2)cc1 (stereo not drawn)	0.96
OC1CCN(c2cc(C(F)(F)F)nc3cc(Cl)cc(Cl)c23)CC1	-1.28
CCOc1ccc(C2C(C(=O)OC)=C(C)NC3=C2C(=O)CC(c2ccc(OC)c(OC)c2)C3)cc1 (stereo not drawn)	3.19*
CC(=O)NC1C(=O)N(C)c2c(C)cc(C)cc21 (stereo not drawn)	-0.03
Cn1c(=O)c2c(ncn2CC(O)Cn2cnc3c2c(=O)n(C)c(=O)n3C)n(C)c1=O	-1.32
O=c1oc(Cl)c(Cl)c2ccccc12	-2.75
O=C1CC(c2ccccc2)CC2=C1C(c1ccc(O)cc1)Nc1ccccc1N2 (stereo not drawn)	0.27
CN(C)C(=O)c1cc(Br)cc2c1OCC2	-2.02
OCCCc1cc(-c2ccccc2)n[nH]1	2.59
COc1ccc(N2C(=O)CC(Sc3nc4ccccc4s3)C2=O)cc1 (stereo not drawn)	-0.48
CC(C)c1ccc(/C=C2\Sc3ccccc3NC2=O)cc1	-0.57
CC(=O)Oc1cncc(C(=O)O)c1	-0.67

Some of the compounds tested; count on the stated rates, not on these rows.
